Source: PubChem BioAssay
EP2 modulator: EP2 receptor (human) modulation; P43116; AID 940; 260,000 tested, 0.83% active; induction, % at 25 µM; EP2-expressing cells, cAMP HTRF FRET, PGE2 co-stimulation;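 active means compounds whose cAMP rise, as percent of the full-agonist control response, exceeds 60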;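 further: rat C6 glioma line stably carrying human EP2 under a CMV promoter; the protocol text gives 20 µM as final concentration; 100% = response of wells given 1 µM PGE2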
Target sequence (P43116 whole entry, looked up): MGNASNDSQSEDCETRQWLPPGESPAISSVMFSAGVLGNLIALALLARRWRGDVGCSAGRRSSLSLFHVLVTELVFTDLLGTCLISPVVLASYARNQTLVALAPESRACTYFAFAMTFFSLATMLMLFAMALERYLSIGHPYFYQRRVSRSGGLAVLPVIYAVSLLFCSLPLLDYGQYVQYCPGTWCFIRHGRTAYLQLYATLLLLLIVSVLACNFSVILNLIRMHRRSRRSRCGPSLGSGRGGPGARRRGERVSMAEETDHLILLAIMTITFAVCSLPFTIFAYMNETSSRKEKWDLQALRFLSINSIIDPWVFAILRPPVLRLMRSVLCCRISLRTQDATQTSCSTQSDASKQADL
Calpain2 inh: blocks pig calpain II enzyme activity | 220,000 tested, 0.37% active | inhibition, % at 16 µM | purified calpain II, fluorogenic peptide substrate, 30 min;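 active means inhibition above about 50%, limit read from the data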
EP2 antag: inhibitors of human EP2 prostaglandin E2 receptor | P43116 | C6 glioma cells expressing human EP2, cAMP TR-FRET; cells stimulated with saturating PGE2 | inhibition, % at 25 µM | 260,000 tested, 0.52% active | AID 1422;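 active means percent inhibition above 40 after rounding to a whole number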;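 further: rat C6 glioma host cells with rolipram phosphodiesterase inhibitor present; the protocol text gives 20 µM as final concentration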
Rad51 HR inh: Rad51 (human) homologous recombination inhibition; hRad51 DNA strand exchange, fluorescence dequenching; 200,000 tested, 0.085% active; inhibition, % at 10 µM;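 active means inhibition above 40% at the single screening dose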;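 further: 0% = DMSO control wells and 100% = blanks with heterologous ssDNA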
Target sequence (Q06609 whole entry, looked up): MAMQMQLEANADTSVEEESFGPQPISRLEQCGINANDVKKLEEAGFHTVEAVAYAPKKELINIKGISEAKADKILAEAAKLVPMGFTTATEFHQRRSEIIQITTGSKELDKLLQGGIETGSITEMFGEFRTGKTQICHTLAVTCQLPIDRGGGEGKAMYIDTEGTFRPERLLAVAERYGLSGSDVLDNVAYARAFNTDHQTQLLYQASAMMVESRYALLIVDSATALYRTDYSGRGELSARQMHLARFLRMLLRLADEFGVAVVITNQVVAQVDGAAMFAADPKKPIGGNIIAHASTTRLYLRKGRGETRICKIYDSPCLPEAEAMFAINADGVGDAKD
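Read-out basis: percent inhibition relative to plate controls and blanks / Assay system: human Rad51 nucleoprotein filaments preassembled on unlabelled ssDNA / Timing: filaments 15 min 37 °C, then compound 30 min / Control set: per-plate controls and blanks / Technique: fluorescence dequenching at 485/520 nm / Compound: 10 µM final, single point / Also added: Fluorescein- and BHQ1-tagged 47-mer duplex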
Hck-Nef inh: blocks Nef-activated human Hck kinase; Recombinant Hck-YEEI plus Nef, Z-Lyte FRET kinase assay; inhibition, % at 20 µM; 220,000 tested, 0.68% active; AID 463187;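 active means Hck-Nef kinase inhibition above about 50%, limit read from the data; inactive means inhibition below that limit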;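 further: 0% = DMSO with Hck plus Nef and 100% = Hck alone without Nef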
14-3-3 Bad PPI: disrupts binding of bovine 14-3-3 zeta to phospho-Bad peptide; P63103; TR-FRET 14-3-3zeta/Dy647-pBad peptide displacement, 1 h; inhibition, % at 21.7 µM; 220,000 tested, 0.71% active; AID 781;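 active means inhibition above about 70%, limit read from the data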;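 further: 0% = full 14-3-3 plus peptide FRET controls and 100% = background without 14-3-3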
Target sequence (P63103 whole entry, looked up): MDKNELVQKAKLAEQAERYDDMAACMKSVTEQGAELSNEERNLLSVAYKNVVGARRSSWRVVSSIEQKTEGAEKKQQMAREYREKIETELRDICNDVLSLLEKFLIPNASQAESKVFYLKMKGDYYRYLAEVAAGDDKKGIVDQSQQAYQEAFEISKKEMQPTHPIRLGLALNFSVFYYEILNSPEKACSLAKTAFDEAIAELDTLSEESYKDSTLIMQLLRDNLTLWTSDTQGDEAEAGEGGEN
zVAD death inh: L929 zVAD cell death inhibition; L929 zVAD necroptosis rescue, ATP luminescence, 24 h; with zVAD 60 µM; viability rescue, % at 10 µM; 220,000 tested, 0.38% active;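 active means activation, scaled between plate controls, above about 75%, limit read from the data; inactive means activation under that limit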;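 further: 0% = zVAD with DMSO and 100% = DMSO alone without zVAD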
TbHK1 inh: T. brucei hexokinase 1 inhibition; recombinant TbHK1, G6PDH-coupled NADH A340; inhibition, % at 10 µM; 220,000 tested, 0.11% active; AID 1430;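 active means inhibition of 50% or more in the single-dose primary screen; inactive means inhibition below 50%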
eIF4E 4G PPI: eIF4E/eIF4G interaction inhibition in translation initiation | TR-FRET eIF4E-eIF4GI(517-606) binding, 2 h | AID 782 | 220,000 tested, 0.37% active | inhibition, % at 21.7 µM;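 active means inhibition above about 30%, limit read from the data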;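 further: 0% = full FRET control wells and 100% = background wells lacking eIF4GI fragment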
The depositor's hits bear a star; . = not tested or not shown; & = joins results of further samples; [ ] = remark or other dose.

Each structure is followed by: EP2 modulator | 14-3-3 Bad PPI | TbHK1 inh | Rad51 HR inh | eIF4E 4G PPI | Calpain2 inh | Hck-Nef inh | zVAD death inh | EP2 antag
NC(=O)c1ncc(C(F)(F)F)cc1Cl
 : 4.6 | -11.8 | -2.0 | 17.7 | -0.8 | -20.0 | 25.9 | -0.7 | 0.2
O=C(NC(Cc1c[nH]c2ccccc12)C(=O)NCCCN1CCOCC1)c1cccs1 (stereo not given)
 : -5.8 | -2.5 | 2.4 | -6.7 | -0.8 | -15.0 | -6.8 | 1.7 | 8.1
CCN(CC)C(=O)CCCOc1ccc(Cl)cc1Cl
 : -10.2 | . | 2.8 | 2.4 | . | 25.9 | 2.8 | 0.1 | 3.9
Cc1ccc(C(C[N+](=O)[O-])c2c(-c3ccccc3O)[nH][nH]c2=O)cc1 (stereo not given)
 : -12.5 | -10.5[fluorescence artefact?] | 2.4 | 4.4 | 13.9[fluorescence artefact?] | -58.1 | -2.3 | -0.1 | 4.6
COc1ccccc1N(CC(O)COc1ccccc1C)S(=O)(=O)c1ccccc1 (stereo not given)
 : 59.8 | -10.1[fluorescence artefact?] | 3.9 | 6.8 | 2.3 | 1.9 | 1.9 | 0.6 | 4.6
COc1ccc(-n2c(C)cc(C(=O)CN3C(=O)NC4(CCCc5sccc54)C3=O)c2C)cc1 (stereo not given)
 : -22.2 | -8.0 | -1.5 | 3.0 | 12.1 | -68.1 | 0.6 | 0.8 | 5.1
COC(=O)c1cc(NC(=O)N2c3ccccc3Sc3ccccc32)cc(C(=O)OC)c1
 : -0.4 | 1.9 | -6.9 | 1.4 | 1.0 | -264.5 | -1.3 | 1.1 | 13.0
COc1ccc(COC(=O)N/N=C(\C)CC(=O)Nc2ccc(Cl)cn2)cc1
 : 25.5 | -7.5 | -8.0 | . | -2.3 | -2.4 | 10.3 | 0.8 | 10.1
Cc1ccc(SCC(=O)Nc2cccc(-c3nnc(-c4ccco4)o3)c2)cc1
 : -0.8 | 4.0 | 6.0 | -4.9 | -19.2 | 37.5 | 2.4 | 0.5 | 13.3
COc1ccc(CN2CCN(C(=O)c3cccc(OC)c3OC)CC2)cc1OC
 : -4.5 | 19.8 | -1.7 | 6.0 | 1.2 | 17.4 | -8.5 | 2.4 | 3.7
CCOC(=O)N1CCN(C(=O)CN(c2cc(Cl)ccc2OC)S(=O)(=O)c2ccccc2)CC1
 : 20.3 | 5.2 | -6.4 | 5.9 | 5.0 | -7.8 | 2.4 | -0.1 | 6.0
COc1ccccc1NS(=O)(=O)c1ccc(C(=O)OCC(=O)NCc2ccco2)cc1
 : 13.4 | -0.3 | 0.3 | -3.0 | -14.1 | -70.2 | 1.7 | -0.1 | 10.6
CC1CN(C(=O)c2ccc(COc3ccc(C(C)C)cc3)o2)CC(C)O1 (stereo not given)
 : 13.4 | -2.5 | 2.0 | 7.2 | -3.3 | 22.5 | -11.0 | 1.2 | 4.3
Cc1cccc(Nc2c([N+](=O)[O-])c(=O)oc3ccccc23)c1
 : -9.8 | -3.5 | -19.8 | -21.6 | -7.6 | 0.1 | 11.8 | 0.9 | 6.0
CC(C)NC(=O)Cn1cc(C(=O)COc2ccccc2)c2ccccc21
 : -30.8 | 0.8 | -5.4 | -7.2 | 1.2 | 27.5 | 25.4 | 4.5 | 4.7
Brc1cc2c(cc1/C=N/Nc1nc(N3CCCC3)nc(N3CCOCC3)n1)OCO2
 : 14.1 | -9.9 | -21.6 | -2.9 | -1.4 | -167.8 | 0.9 | 0.1 | 6.3
O=C(Cn1ncc2c1-c1ccccc1OC2)Nc1ccc(Cl)cn1
 : 14.5 | -6.8 | -2.2 | 6.0 | -0.1 | 16.6 | 14.2 | 0.3 | 10.2
O=S(=O)(NC1CCCC1)c1ccc(S(=O)(=O)N(Cc2cccs2)CC2CCCO2)cc1 (stereo not given)
 : -31.8 | 11.8 | 7.1 | 0.1 | -0.9 | 43.8 | 1.7 | 0.1 | 6.3
O=C(CNS(=O)(=O)c1cccc2nsnc12)NCc1ccc(Cl)cc1
 : 25.8 | -3.6[fluorescence artefact?] | -2.7 | -7.7 | 2.7[fluorescence artefact?] | 15.5 | -8.8 | -0.1 | 7.5
NC(=O)c1c(Nc2nc3c(F)cccc3s2)sc2c1CCCC2
 : 5.2 | -4.7 | -5.4 | -105.1 | -0.1 | -23.8 | 13.1 | 2.6 | 2.7
Cc1sc(NC(=O)CCCC(=O)O)c(C(N)=O)c1-c1ccccc1
 : 31.8 | -6.7 | -10.4 | . | -1.4 | -22.8 | 102.0* | 1.1 | 9.3
COc1ccc(C(=O)C2CCCN(Cc3ccc(Sc4nncn4C)o3)C2)cc1F (stereo not given)
 : -40.4 | -17.7 | 2.4 | -22.3 | 1.3 | 1.2 | 25.0 | 0.0 | 4.2
CCOC(=O)C1=C(C)OC(N)=C(C#N)C1c1cccc(C)c1 (stereo not given)
 : 56.2 | -10.7 | -6.3 | -2.0 | -5.2 | -18.2 | 18.3 | 14.1 | 9.3
CC1=C(C#N)C(=O)NC(C)(C)C1
 : 8.8&-3.2 | -0.4 | 1.7 | -7.7 | -0.7 | 13.1 | -0.5 | 0.5 | 9.1&7.7
S=c1[nH]c(-c2ccc(Cl)cc2)cs1
 : -15.0 | -11.7 | -0.2 | 2.0 | -0.8 | -23.0 | 13.0 | 0.5 | 17.0
CCOc1cc2c(cc1OCC)C(c1ccccc1OC)OC(=O)C2 (stereo not given)
 : 51.1 | 4.3 | 2.2 | 5.7 | 2.6 | -2.4 | 4.5 | . | 7.3
CC(C)CN(CC(C)C)C(=S)Nc1ccc(Cl)cc1
 : 2.0 | -10.3 | 0.2 | -16.2 | -0.5 | 28.3 | 8.8 | -0.7 | 6.0
COC(=O)CCCC(=O)N1CCOCCN(C(=O)CCCC(=O)OC)CCOCC1
 : 7.5 | -6.9 | 3.0 | 4.3 | 7.6 | -7.4 | 0.8 | 0.2 | 13.7
Fc1ccc(NC(=S)N2N=CCC2c2ccccc2)cc1 (stereo not given)
 : 13.0 | -15.0 | 5.4 | -5.1 | 6.3 | -9.2 | 0.8 | 82.1* | 12.9
Cc1ccc(/C=C/C(=O)Nc2ccc(N(C)C)cc2)o1
 : 13.2 | 3.4[fluorescence artefact?] | -46.0 | 15.1 | 1.2 | 32.1 | 9.4 | 2.2 | 10.5
CCn1c(-c2cc(C3CC3)nc3ccccc23)n[nH]c1=S
 : 13.2 | 32.2 | -1.9 | -11.9 | 1.8[fluorescence artefact?] | -11.5 | 7.5 | 0.3 | 2.5
CCCOc1ccc(OCCn2nc(C(=O)O)c3ccccc3c2=O)cc1
 : 7.3 | 1.4 | 10.1 | 4.8 | 0.2 | 26.5 | 17.4 | 4.5 | 8.6
COc1ccccc1NC(=O)CC1C(=O)NCCN1C(=O)Nc1ccccc1 (stereo not given)
 : -8.9 | -6.2[fluorescence artefact?] | 5.2 | -6.1 | 3.4 | -31.0 | -2.1 | -0.4 | 2.7
COc1ccc(-c2cc(C(=O)NCc3ccco3)no2)cc1OC
 : -35.8 | -3.8 | -2.5 | -2.9 | -6.5 | 16.8 | 1.3 | -0.8 | 3.4
Cc1ccc(C)c(NC(=O)CSc2nnc(-c3ccncc3)n2N)c1
 : 14.3 | -8.5 | -9.4 | -1.8 | -27.1[fluorescence artefact?] | -4.2 | -0.7 | 1.6 | 7.3
COc1cc(OC)c(OC)cc1/C=C1/C(=O)N=C(N)N1C
 : -10.8 | -12.9 | -12.4 | -28.4 | 2.7 | 3.1 | 18.5 | -0.4 | 6.3
Cn1c(=O)n(Cc2ccc(Br)cc2)c2ccccc21
 : 42.0 | 8.5 | 10.6 | -27.7 | -0.9 | 38.9 | 13.5 | 0.1 | 2.8
Cc1ccc(O)c(C(=O)c2cnn(C(=O)Cc3csc(C)n3)c2)c1
 : 2.0 | 14.5 | -1.9 | -4.8 | 1.6 | -6.9 | 74.3* | -0.8 | 10.4
Oc1ccc(Cl)cc1C(C#Cc1ccccc1)N1CCOCC1 (stereo not given)
 : 34.6 | -0.2[fluorescence artefact?] | -8.2 | -4.9 | 1.4 | -8.5 | -0.8 | -0.3 | 1.5
CCc1cc(=O)oc2cc(C)cc(OCC(C)=O)c12
 : -0.2 | 5.4 | -12.2 | 15.5 | -1.9 | -163.7 | 18.0 | -0.1 | 8.3
Cc1nnc2c3ccccc3c(-c3cccc4ccccc34)nn12
 : 19.6 | -2.0 | -2.9 | 7.8 | 1.1 | -13.9 | 0.6 | -0.7 | 8.2
O=C(Nc1cccc(S(=O)(=O)NC2=NCCC2)c1)c1cc(-c2ccco2)nc2ccccc12
 : -31.7 | 66.1 | 11.7 | -6.0 | 47.9* | -274.9 | 86.5* | -0.6 | 15.4
CCOC(=O)c1sc(=S)n(-c2ccc(Cl)cc2)c1C
 : 50.7 | -7.2 | -22.5 | -0.3 | 0.8 | 2.2 | 3.0 | 0.1 | 12.1
N/C(=N\OC(=O)c1ccc2c(c1)OCO2)c1cccc([N+](=O)[O-])c1
 : -1.3 | -17.2 | 4.5 | -5.2 | -0.2 | 5.5 | 18.2 | 2.7 | 0.3
Nn1c(SCC(=O)N2CCCc3ccccc32)nnc1-c1ccccc1
 : -7.1 | -4.4 | -3.4 | 13.7 | 10.5 | 28.9 | 0.2 | 0.0 | 8.2
CN(C)C(CNC(=O)c1cccc(S(=O)(=O)N2CC3(C)CC2CC(C)(C)C3)c1)c1ccco1 (stereo not given)
 : 4.6 | 10.0[fluorescence artefact?] | 0.5 | 1.1 | -4.6[fluorescence artefact?] | 8.9 | -8.3 | 0.1 | 0.1
Cc1nc(-c2cc(-c3nc(-c4cc(C(F)(F)F)cc(C(F)(F)F)c4)no3)no2)cs1
 : 23.5 | -1.2 | -15.3 | -4.4 | -0.9 | -2.4 | 15.4 | 1.5 | 12.7
O=C(O)c1ccc(CSc2nnc(COc3ccc(Cl)cc3Cl)o2)cc1
 : 47.6 | -2.4 | -4.2 | -4.3 | 3.5 | -58.0 | 0.6 | 1.5 | 9.9
C/C(=C\c1ccccc1)CN1CCN(c2cccc(Cl)c2)CC1
 : 4.6 | 32.7 | 1.5 | -6.2 | 8.5 | -6.5 | 0.9 | 0.3 | 6.1
Nc1c(S(=O)(=O)c2cc(Cl)ccc2Cl)c2nc3ccccc3nc2n1CCN1CCOCC1
 : 1.4 | -13.8 | -34.1 | -1.3 | 0.3[fluorescence artefact?] | -370.1 | 5.9 | -0.2 | 12.0
CCc1ccc(S(=O)(=O)Nc2ccc(O)c3c(=O)cc(-c4ccccc4Cl)oc23)cc1
 : 44.0 | -4.4 | -11.5 | 2.7 | -4.5 | -17.1 | 18.9 | -0.1 | 20.3

Entries above that have a COOH group:
Each structure is followed by: EP2 modulator | 14-3-3 Bad PPI | TbHK1 inh | Rad51 HR inh | eIF4E 4G PPI | Calpain2 inh | Hck-Nef inh | zVAD death inh | EP2 antag
Cc1sc(NC(=O)CCCC(=O)O)c(C(N)=O)c1-c1ccccc1
 : 31.8 | -6.7 | -10.4 | . | -1.4 | -22.8 | 102.0* | 1.1 | 9.3
CCCOc1ccc(OCCn2nc(C(=O)O)c3ccccc3c2=O)cc1
 : 7.3 | 1.4 | 10.1 | 4.8 | 0.2 | 26.5 | 17.4 | 4.5 | 8.6
O=C(O)c1ccc(CSc2nnc(COc3ccc(Cl)cc3Cl)o2)cc1
 : 47.6 | -2.4 | -4.2 | -4.3 | 3.5 | -58.0 | 0.6 | 1.5 | 9.9

A portion of the library; count on the stated rates, not on these rows.
